# NADH coupling = inhibitors of PK/LDH coupling enzymes, profiling panel, artefact control, biochemical, MLSMR library | 65,000 compounds, 0.02% hits | IC50, µM (top dose mostly 10 µM), inactives show top-dose inhibition | coupled PK/LDH NADH assays, four targets;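 active = single-dose screening hits from any of four coupled enzyme assays that gave an IC50 when retested across doses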;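 note: the DPM-DC format reads NADH fluorescence rather than 340 nm absorbance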
# TNAP act mid DEA = human TNAP enzyme activators, primary screen, biochemical, luminescent, intermediate phosphate acceptor level; Alkaline phosphatase, tissue-nonspecific isozyme (Homo sapiens), P05186; purified TNAP, CDP-star luminescence, 100 mM DEA, 30 min; active compounds read high; scale: 0 levamisole-inhibited, 1 vehicle-only enzyme; activation factor at 20 µM; 64,000 tested, under 10 active;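 active = activation factor of at least 2 at 20 µM, relative to controls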
# M1 antagonist = antagonists of rat M1 muscarinic receptor | Muscarinic acetylcholine receptor M1 (Rattus norvegicus), P08482 | CHO-M1 cells, Fluo-4 calcium, ACh EC80 antagonist mode; active compounds read low | B-score at 10 µM | 64,000 compounds, 3.4% hits | AID 628, 2007;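 active = calcium fluorescence response, raw or row-and-column corrected B-score, differing from the plate sample mean either way at a set confidence level, mostly lower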
# Target sequence (P08482 whole entry, looked up): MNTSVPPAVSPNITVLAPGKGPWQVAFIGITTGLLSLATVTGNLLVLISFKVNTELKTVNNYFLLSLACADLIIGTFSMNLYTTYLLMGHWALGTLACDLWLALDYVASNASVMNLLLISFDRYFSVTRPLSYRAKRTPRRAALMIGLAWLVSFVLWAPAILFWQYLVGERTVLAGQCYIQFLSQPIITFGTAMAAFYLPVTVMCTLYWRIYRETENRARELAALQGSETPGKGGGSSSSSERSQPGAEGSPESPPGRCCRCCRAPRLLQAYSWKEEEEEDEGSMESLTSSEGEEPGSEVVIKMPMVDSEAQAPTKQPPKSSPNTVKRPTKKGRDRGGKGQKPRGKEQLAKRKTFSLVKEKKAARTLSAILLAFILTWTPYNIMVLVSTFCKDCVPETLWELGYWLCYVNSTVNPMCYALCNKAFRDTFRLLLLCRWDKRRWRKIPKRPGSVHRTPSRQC
# tolC growth inh = growth inhibitors of E. coli tolC mutant, primary screen, strain BW25113 ΔtolC::kan, 384-well; OD615; growth inhibition, % at 10 µM (by protocol); 65,000 compounds, 2.2% hits;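 active = growth inhibition at or above a cutoff equal to the mean over every tested compound plus 3 SD, cut at about 60% in these data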;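 note: growth measured after 20 h incubation at 37 °C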
#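 Doses: one dose of 10 µM final / Material: E. coli BW25113 ΔtolC::kan, tolC deletion mutant strain / Buffer or medium: LB with kanamycin 50 µg/mL / Evaluation: percent growth inhibition / Detection: optical density read at 615 nm / Incubation: 37 °C, 20 h exposure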
# HEK293 NFkB inh = inhibitors of PMA/ionomycin-induced NF-kB reporter, primary screen, antigen receptor NF-kB inhibitor project, cell-based, HEK-293 luciferase reporter, luminescence | HEK-293 NF-kB luciferase reporter | inhibition, % at 3 µM | 62,000 compounds, 0.21% hits | AID 465, 2006;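 active = inhibition above the mean of all tested compounds plus 3 SD, cut at about 40% in these data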;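 note: 0% = stimulated DMSO wells and 100% = 10 µM reference inhibitor 5653914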
#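 Material: HEK-293 cells with stable firefly luciferase reporter driven by four HIV NF-kB elements / Also added: PMA plus ionomycin mix as NF-kB-activating stimulus / Compound dosing: 3 µM once, 0.30% DMSO / Times: 1 h pretreatment, 16 h stimulation, 37 °C / Signal: luminescence / Evaluation: per-plate % inhibition versus controls / Benchmarks: DMSO and 10 µM reference inhibitor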
# D1 mod = D1 CRE-luciferase signal change, two-sided – cell-based, HEK293 D1, dopamine EC30, D1 allosteric modulator project, primary screen | D(1A) dopamine receptor (Homo sapiens), P21728 | dopamine EC30 potentiation; actives deviate in either direction | B-score at 10 µM | 58,000 compounds, 5.9% hits | AID 641, 2007;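 active = luminescence count or its row- and column-corrected plate score outside the 99.7% band of the plate's sample wells, on either side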
# SF1 activator = activators of human SF-1, primary screen, cell-based, CHO-K1, Gal4-SF-1 LBD, luciferase luminescence; CHO-K1 Gal4-SF-1 LBD luciferase reporter; % increase over DMSO SF-1-specific signal; 65,000 compounds, 1.9% hits; Steroidogenic factor 1 (Homo sapiens), Q13285; activation, % at 10 µM; AID 522, 2006;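 active = activation above the mean activation of all tested compounds plus 3 SD, cut at about 50% in these data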
# Target sequence (Q13285 whole entry, looked up, the tested form may be a part): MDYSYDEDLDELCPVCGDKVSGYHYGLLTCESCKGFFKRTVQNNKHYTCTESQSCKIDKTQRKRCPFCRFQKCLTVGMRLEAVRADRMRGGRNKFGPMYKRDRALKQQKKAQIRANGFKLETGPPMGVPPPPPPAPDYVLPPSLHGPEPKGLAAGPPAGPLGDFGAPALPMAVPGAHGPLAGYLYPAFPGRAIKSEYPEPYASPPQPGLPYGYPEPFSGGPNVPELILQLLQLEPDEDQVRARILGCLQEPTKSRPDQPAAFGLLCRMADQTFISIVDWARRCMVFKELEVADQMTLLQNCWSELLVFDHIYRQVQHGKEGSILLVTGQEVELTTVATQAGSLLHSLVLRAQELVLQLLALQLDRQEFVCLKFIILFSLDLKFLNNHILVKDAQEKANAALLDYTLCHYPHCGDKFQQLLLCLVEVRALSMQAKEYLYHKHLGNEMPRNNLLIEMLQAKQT
#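 System: CHO-K1 cells with Gal4–hSF-1 LBD chimera plus Gal4-driven luciferase; quantity: 4,000 CHO-K1 cells per well; compound: one dose, 10 µM compound, 1% DMSO; times: 20 h compound treatment, 37 °C; measured by: SteadyLite luciferase luminescence; read-out: percent activation versus DMSO; benchmarks: DMSO and mock-transfected background; replicates: one test per compound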
# M1 agonist = M1 muscarinic receptor agonists, primary screen, CHO-M1 cells, Fluo-4 calcium, agonist mode | Muscarinic acetylcholine receptor M1 | B-score at 10 µM | 64,000 compounds, 3% hits | AID 626, 2007 | Fluo-4 calcium fluorescence; active compounds read high;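 active = fluorescence rise, raw or as B-score row- and column-corrected plate score, outside the 99.7% band of its plate's samples, either direction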
# Jurkat viability = cytotoxicity toward Jurkat T cells, primary screen, cytotoxicity control, cell-based, Jurkat E6.1, 60K MLSMR library; Jurkat E6.1 viability, ATP luminescence, 48 h; inhibition, % at 4 µM; 56,000 compounds, 1.2% hits; AID 463, 2006;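 active = inhibition above the mean inhibition of all tested compounds plus 3 SD, cut at about 28% in these data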
# The depositor's hits bear a star; / = not tested or not shown; [ ] = remark or other dose.
No.	SMILES	NADH coupling	TNAP act mid DEA	M1 antagonist	tolC growth inh	HEK293 NFkB inh	D1 mod	SF1 activator	M1 agonist	Jurkat viability
1	CC(=O)N1CCN(c2ccc(NCc3cccs3)cc2)CC1	2%	0.9	-0.59	-11	7	0.0016	-8	-0.097	-5
2	CN(C)c1nc(SCCOC(=O)c2ccccc2)nc(N(C)C)n1	12%	0.8	0.17	54	21	-1.1	-8	-0.093	-1
3	C=CCNC(=O)c1cnc2n(c1=O)CCS2	1%	1	0.092	-8	30	/	-3	-0.75	5
4	Cn1nnc(C(O)CN2CCOCC2)n1 (configuration not stated)	5%	0.9	0.046	-27	8	-0.79	-5	-0.52	-4
5	CCCC(c1nnnn1CCOC)N1CCN(C(=O)c2ccco2)CC1 (configuration not stated)	7%	1	0.044	-5	18	0.052	1	-0.33	5
6	O=C(CC1Oc2ccccc2NC1=O)NCc1ccc(Cl)cc1 (configuration not stated)	7%	0.9	1.6	-4	3	-0.02	-6	0.75	-8
7	CCOc1ccc(CC(=O)Nc2c(C(N)=O)oc3ccc(Br)cc23)cc1OCC	1%	0.9	-0.33	6	2	/	0	3.1*	1
8	COc1ccc(OC)c(C2CC(=O)N3CN(c4ccccc4F)CSC3=C2C#N)c1 (configuration not stated)	4%	1	-0.0036	7	-3	-0.69	-5	-0.41	-5
9	COc1ccc(S(=O)(=O)N(CC(=O)NCCCN(C)C)c2ccc(C)cc2)cc1OC	2%	0.9	0.31	-15	9	0.89	0	0.26	-1
10	CC(=NC(C)C)C1=C(O)CCC1=O	3%	1	0.37	-13	17	1.2	2	0.92	6
11	O=C(CSc1nc2c(c(=O)[nH]1)CCCC2)Nc1ccc(Cl)cc1F	2%	1	0.49	-5	5	-0.7	-2	2.2	-3
12	CC(=O)Nc1ccc(OC(F)(F)C(F)C(F)(F)F)c(NC(C)=O)c1 (configuration not stated)	5%	1	2.4	-16	-1	0.52	-6	-0.11	-5
13	COc1ccc(-c2nc(CS(=O)CC(=O)NCc3cccnc3)c(C)o2)cc1 (configuration not stated)	3%	1	0.78	-11	16	-0.24	0	-0.33	-7
14	CCOC(=O)CC(=O)CSc1nc(C)cc(-c2cccnc2)c1C#N	0%	0.9	0.25	7	8	-0.65	6	0.024	4
15	Cc1oc2c(CN(C)C)c(O)ccc2c(=O)c1-c1ccc2ccccc2n1	1%	1	0.47	-9	3	-0.5	-3	0.51	-2
16	O=C1c2ccccc2C(=O)C1c1ccc2ccccc2n1	0%	0.8	-0.24	-13	/	/	-72	3.1	/
17	CC(Sc1ccc2nnc(-c3ccc(F)cc3)n2n1)C(=O)O (configuration not stated)	12%	1	0.21	-12	10	0.58	-2	0.43	-8
18	O=C(CSc1nnc2c(Cl)cc(Cl)cn12)N1CCN(S(=O)(=O)c2ccccc2)CC1	9%	0.8	-0.41	-1	14	/	-1	0.54	-4
19	CC(C)C(NC(=O)OCc1ccccc1)C(=O)OCC(=O)N1CCCCC1 (configuration not stated)	7%	0.9	-0.38	-5	3	0.25	31	0.76	9
20	COc1ccccc1-c1cc(-c2cc(Cl)ccc2O)n[nH]1	5%	1	0.1	14	/	/	5	-1.2	/
21	COc1ccc(S(=O)(=O)N2CCC(C)CC2)cc1Br	5%	0.9	-1	18	0	0.33	7	0.65	1
22	COc1cccc(NC(=O)c2ccccc2-c2nc(-c3cccc(C)c3)no2)c1	2%	0.9	-1.4	38	-5	0.83	9	0.28	-3
23	Cc1cc2cc3c(cc2nc1SCC(=O)O)OCCO3	6%	0.9	-0.023	7	15	0.4	4	0.2	1
24	Cc1ccc(C(C(=O)NC2CCCC2)N(C(=O)c2csnn2)C2CCCC2)o1 (configuration not stated)	7%	0.8	0.12	-13	11	-1.3	-1	0.76	-6
25	O=C(COc1ccccc1)Nc1ccc(S(=O)(=O)N2CCCC2)cc1	8%	1	0.1	0	3	/	-23	-0.83	2

# Reprinted from the part before: three entries, followed by the next part.
No.	SMILES	NADH coupling	TNAP act mid DEA	M1 antagonist	tolC growth inh	HEK293 NFkB inh	D1 mod	SF1 activator	M1 agonist	Jurkat viability
23	Cc1cc2cc3c(cc2nc1SCC(=O)O)OCCO3	6%	0.9	-0.023	7	15	0.4	4	0.2	1
24	Cc1ccc(C(C(=O)NC2CCCC2)N(C(=O)c2csnn2)C2CCCC2)o1 (configuration not stated)	7%	0.8	0.12	-13	11	-1.3	-1	0.76	-6
25	O=C(COc1ccccc1)Nc1ccc(S(=O)(=O)N2CCCC2)cc1	8%	1	0.1	0	3	/	-23	-0.83	2
26	CCOC(=O)C1CCN(C(=O)c2ccc(OCC)c(OCC)c2)CC1	7%	0.8	-0.51	-11	-9	0.76	10	-0.09	3
27	Cc1cccc(OCc2nnc(SCC(=O)Nc3ccc(C)c(Cl)c3)o2)c1	3%	0.9	-2	13	4	0.53	-13	0.27	-10
28	O=C(c1ccco1)N1CCN(S(=O)(=O)c2ccc(F)cc2)CC1	4%	1	0.95	-12	6	1.2	17	-0.39	1
29	CCCCN1CN(S(=O)(=O)c2cccs2)c2nc3ccccc3nc21	4%	0.9	0.98	9	-3	8.4*	-19	0.4	0
30	COC1=CC(=O)OC12CCCCC2	6%	1	-1.2	-12	0	-0.72	1	-0.33	-7
31	O=C(CSc1nc2cc(Cl)ccc2o1)N1CCOCC1	11%	0.9	-0.0053	-2	18	0.39	12	-0.22	4
32	O=c1[nH]c(NCCO)nc2c1C1(CCCCC1)Cc1ccccc1-2	11%[fluoresces]	0.9	0	19	9	-0.021	-4	-0.39	6
33	O=C(Nc1ccncc1)C1COc2ccccc2O1 (configuration not stated)	8%	0.9	-0.24	2	17	-0.03	-3	-1.2	-5
34	CCOC(=O)c1cccc(NC(=O)CN2C(=O)C3C4C=CC(C4)C3C2=O)c1 (configuration not stated)	5%	0.9	-0.31	-3	23	0.77	24	-0.022	-2
35	COc1ccc(-c2nc3scc(-c4ccccc4)n3n2)cc1	10%	0.8	0.25	-1	-22	1.2	12	1.1	11
36	c1cn2cc(CSC3CCCCC3)nc2s1	3%	0.9	0.38	7	-20	-2.1	60*	0.98	4
37	COc1ccc(N2CCN(C(=O)CSc3nnc4nc(C)cc(C)n34)CC2)cc1	3%	0.9	/	-17	8	/	7	/	7
38	CC(=O)Nc1ccc(S(=O)(=O)Nc2nc(C)cc(-n3nc(C)cc3C)n2)cc1	8%	1	0.022	9	1	-0.013	-12	0.96	2
39	Nc1nonc1C(=O)NCCNCc1ccccc1OCc1ccccc1F	6%	0.9	-0.054	17	8	-2.2	7	-1.6	8
40	Cc1nnc2ccc(N3CCN(c4cccc(C(F)(F)F)c4)CC3)nn12	1%	0.9	-0.52	10	6	0.13	-10	-0.93	10
41	COc1ccc(CNC2CCCCC2)cc1	12%	0.8	-0.29	-22	15	0.2	-12	0.8	1
42	CCN1C(=O)c2ccc(C(=O)Nc3nccs3)cc2C1=O	5%	0.9	-0.51	17	3	/	10	0.34	-4
43	CCOc1ccc(-n2c(C)nc3cc(C(=O)NCc4ccco4)ccc32)cc1	7%	/	-0.14	11	-6	0.1	-4	2.3	-1
44	Cc1cc(C(=O)CN2C(=O)CCC2=O)c(C)n1Cc1ccccc1	6%	0.9	0.53	-3	-9	-0.4	-13	1.2	8
45	CC(=O)OC(C(=O)NCc1ccco1)c1cccnc1 (configuration not stated)	5%	0.9	-1*	-14	25	-1	-11	0.97	0
46	Cc1ccc(N(C(=O)CNC(=O)c2ccco2)C(C(=O)NCC2CCCO2)c2ccccc2)cc1 (configuration not stated)	7%	1	1.2	-2	4	-0.97	8	-0.081	-6
47	CC(=O)C1C(=O)C=C(c2ccco2)CC1c1ccccc1 (configuration not stated)	7%	1	0.058	29	6	1.7	-1	1	7
48	Cc1cc(Nc2ccc(C)c(Br)c2)n2nc(C)nc2n1	10%	1	-1	1	-3	2.8*	-8	1.1	-1
49	CCOc1cc(C(=O)Nc2ncccn2)cc(OCC)c1OCC	4%	0.9	0.35	-7	12	0.27	-1	0.036	-1
50	O=c1ccn(Cc2ccccc2)c(=O)n1Cc1ccccc1	0%	0.9	0.45	2	14	2.9*	0	-0.35	4
51	O=C(c1ccco1)N(Cc1cccs1)C1CCS(=O)(=O)C1 (configuration not stated)	6%	1	0.37	-6	9	0.22	-11	-0.4	0
52	CCn1c(=O)cc(OCC(=O)NC2CCCCC2)c2ccccc21	2%	1	-0.85	3	3	-0.049	-18	0.39	-4
53	N#Cc1c(SCc2ccccc2)nc(N2CCOCC2)c2c1CCCC2	2%	0.9	-0.2	20	19	-0.054	8	2.5	8
54	COCCNC(=O)C(C)OC(=O)c1cc2occc2n1C (configuration not stated)	4%	0.9	0.48	-14	0	0.46	6	0.4	1
55	O=C(NC1CCCCCCC1)C1=COCCO1	3%	/	0.00068	-3	8	0.18	1	-0.0024	3
56	O=C(CN1C(=O)C2C3C=CC(C3)C2C1=O)NCCc1ccccc1 (configuration not stated)	6%	1	0.018	-21	-12	1.1	1	0.17	4
57	CC(C)C(=O)Nc1cccc2nsnc12	8%	0.9	0.52	-30	8	1.1	-7	-0.68	4
58	Cc1cccc(-n2ncc3c(NCc4ccco4)ncnc32)c1	5%	0.9	0.059	0	/	/	93*	0.45	/
59	COc1cccc(C(CC(=O)NCc2ccco2)NS(=O)(=O)c2ccc(C)cc2)c1OC (configuration not stated)	2%	0.9	0.19	5	13	-0.016	15	0.45	-1
60	O=c1[nH]cnc2nn(-c3ccccc3)nc12	3%	0.9	1.8	-26	-8	-1.1	18	0.018	0
61	CCCCN=CC1=C(O)C(C(=O)OC)C(C)(C)CC1=O (configuration not stated)	1%	0.9	-1.6	-13	16	-0.089	-18	1.4	4
62	CCN(Cc1ccccc1)C(=O)CCc1nc(-c2ccc(C)cc2)no1	8%	0.9	0.14	88*	13	0.027	-19	-0.19	4
63	CC(C)Cn1c(-c2ccc(F)cc2)n[nH]c1=S	5%	0.8	-0.41	4	12	0.59	9	0.81	4
64	COC(=O)[C@@H](NC(=O)Nc1ccc(OC(F)(F)F)cc1)C(C)C	6%	0.9	-0.07	-20	-11	-0.63	-9	-1.2	-6
65	COCCn1c(Sc2ccccc2)nc2c1c(=O)[nH]c(=O)n2C	9%	0.9	0.18	-21	6	1.8	-6	-0.36	8
66	Cc1cc(C)n(C(=O)CNC(=O)Cc2ccccc2)n1	6%	0.9	-0.02	-21	8	-0.34	-7	0.2	2

# Compound activity from PubChem.
